Screening data deposited in PubChem BioAssay by National Center for Advancing Translational Sciences (NCATS).
AmpC inh no detg – qHTS Inhibitors of AmpC Beta-Lactamase (assay without detergent); hit rate 0.52% among 330,000; P00811; AmpC nitrocefin hydrolysis, absorbance 480 nm, 0.0001% Triton; Potency, µM (top dose mostly 57.1 µM), for the others: at the highest dose activity change, negative = inhibition, most hits filed as inhibitors;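 also: potency is read from the fitted curve at half-maximal effect; plate controls were no compound for no effect and no enzyme for full effect; nearly all actives have a fitted effect of over 20% in size; some results filed as inactive show a strong effect at the top dose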
Target sequence (P00811 whole entry, looked up): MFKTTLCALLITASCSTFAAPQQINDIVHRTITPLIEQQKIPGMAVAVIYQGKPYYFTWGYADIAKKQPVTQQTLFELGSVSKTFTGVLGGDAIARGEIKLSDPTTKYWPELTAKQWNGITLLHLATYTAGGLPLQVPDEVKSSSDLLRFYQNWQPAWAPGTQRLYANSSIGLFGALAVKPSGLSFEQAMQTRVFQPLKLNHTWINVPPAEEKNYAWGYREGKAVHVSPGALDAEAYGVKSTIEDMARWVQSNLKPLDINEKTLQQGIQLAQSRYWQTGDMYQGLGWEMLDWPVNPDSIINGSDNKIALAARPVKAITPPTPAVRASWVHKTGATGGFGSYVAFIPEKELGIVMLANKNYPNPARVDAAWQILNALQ
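AmpC (5.3 nM in the dispensed reagent) in 20 mM phosphate pH 7.0 with 0.01% (detergent screen) or 0.0001% Triton X-100 was preincubated with compounds for 15 min at room temperature. Nitrocefin was then added from an 800 uM solution, and hydrolysis was followed at 480 nm.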
HCV inh – qHTS Assay for Inhibitors of Hepatitis C Virus (HCV) | Huh7.5.1 HCVcc-Cre infection, luciferase reporter, 44 h | Potency, µM (series often up to 41.8 µM), for the others: at the top dose activity change, negative = inhibition, most hits filed as inhibitors | hit rate 3.4% among 340,000 | AID 651820, 2012; also: potency is read from the fitted curve at half-maximal effect
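Seed cells (1,000/well) for 4 h; treat with compound and infect with HCVcc-Cre, moi about 0.5. Incubate 44 h, then detect luciferase activity.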
FBPA Giardia inh – qHTS Assay for Inhibitors of Fructose-1,6-bisphosphate Aldolase from Giardia Lamblia. A8B2U2. Potency, µM (titrated, usually from 59.6 µM), without a hit: at the top dose activity, negative = inhibition, usual class: inhibitors. hit rate 0.71% among 290,000. purified Giardia FBPA; also: potency is read from the fitted curve at half-maximal effect; nearly all actives have a fitted effect of over 55% in size
Target sequence (A8B2U2 whole entry, looked up): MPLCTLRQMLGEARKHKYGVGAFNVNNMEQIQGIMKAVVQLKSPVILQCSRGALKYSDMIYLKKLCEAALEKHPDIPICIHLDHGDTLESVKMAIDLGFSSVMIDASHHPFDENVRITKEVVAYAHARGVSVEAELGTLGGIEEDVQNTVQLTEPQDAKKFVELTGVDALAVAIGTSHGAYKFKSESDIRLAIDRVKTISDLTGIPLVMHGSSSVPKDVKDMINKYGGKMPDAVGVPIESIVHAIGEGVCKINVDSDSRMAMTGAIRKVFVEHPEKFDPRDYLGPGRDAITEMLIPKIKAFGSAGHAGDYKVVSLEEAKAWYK
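Giardia FBPA (40 nM reagent) was preincubated 10 min at RT with compound (up to 57.5 uM final), then substrate plus GAPDH/TPI/NAD/arsenate coupling system with diaphorase/resazurin was added; resorufin fluorescence (525/598 nm) was read after 20 min.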
Sm TGR block – qHTS Assay for the Inhibitors of Schistosoma Mansoni Peroxiredoxins; purified TGR, DTNB reduction, TNB absorbance 405 nm; Potency, µM (titrated, usually from 114 µM), for inactives: at the top dose activity change, negative = inhibition, usual class: inhibitors; hit rate 3% among 360,000; also: potency is read from the fitted curve at half-maximal effect; nearly all actives have a fitted effect of over 60% in size
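Kinetic colorimetric format: TGR-catalysed, NADPH-driven DTNB reduction monitored via TNB absorbance. Enzyme dispensed at 20 nM; compound exposure 15 min at room temperature before reaction start.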
AmpC inh detg – qHTS Inhibitors of AmpC Beta-Lactamase (assay with detergent) | P00811 | AmpC hydrolysis of nitrocefin, absorbance 480 nm, 0.01% Triton | Potency, µM (doses to about 114 µM), without a hit: at the top dose activity change, negative = inhibition, actives largely listed as inhibitors | hit rate 0.041% among 370,000 | AID 485294, 2010;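 also: potency is read from the fitted curve at half-maximal effect; 0% = no-compound wells and -100% = no-enzyme wells; nearly all actives have a fitted effect of over 25% in size; some results filed as inactive show a strong effect at the top dose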
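AmpC (5.3 nM in the dispensed reagent) in 20 mM phosphate pH 7.0 with 0.01% (detergent screen) or 0.0001% Triton X-100 was preincubated with compounds for 15 min at room temperature. Nitrocefin was then added from an 800 uM solution, and hydrolysis was followed at 480 nm.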
HCMV antiviral – qHTS Assay for inhibitors of the human cytomegalovirus (HCMV) | hit rate 4.5% among 410,000 | HFF cells, HCMV-luciferase reporter, 72 h; active compounds read low | activity change, negative = inhibition, % at 57.5 µM; in the data active = activity change below about -60%; inconclusive = no clear call, values can overlap the other calls; inactive = above about -39%
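Luciferase read-out from HCMV-luciferase-infected HFFs (MOI 1 PFU/cell) 72 h post infection at 37C; compounds added after 16 h cell attachment; activity normalized between buffer-only basal and Salinomycin (10uM) inhibitor controls.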
* marks the source's active call; other numbers are inactive results; ? = inconclusive; / = no result given; [ ] = another dose, or the depositor's remark. Unless noted, calls follow the shape of the dose curve; as a rule, active = well fitted curve in the direction sought with a large enough effect; inconclusive = small, poorly fitted or top-dose-only effect, or another doubt; inactive = no such curve, though single readings can be large; an effect the other way counts as inactive or inconclusive. Unless noted, % is scaled to controls: 0 for no effect and ±100 for the full control effect.

SMILES | AmpC inh no detg | HCV inh | FBPA Giardia inh | Sm TGR block | AmpC inh detg | HCMV antiviral
OCCN(CCO)c1ccc(C(c2ccc(Cl)cc2)c2ccc(N(CCO)CCO)cc2Cl)c(Cl)c1 | 171.2%[activator] | ? | -24.0% | 6.9% | 15.8% | ?
CCN(CC)CCCN(C(=O)Cn1nnc(-c2ccc(OC)c(OC)c2)n1)C(C(=O)NC(C)(C)C)c1ccc(F)cc1 (configuration not stated) | 94.7%[activator] | -21.2% | 1.4% | 0.0% | 3.6% | -16.1
COC(C(=O)Nc1ccnn1C1CCN(C(=O)c2ccc(C=O)cc2)CC1)c1ccccc1 (configuration not stated) | 40.6% | ? | 0.0% | -1.5% | -6.5% | -11.6
Cc1cc(C)c(C(N)=O)c(Nc2ccc3c(c2)OCCO3)n1 | -2.4% | 8.3% | -7.3% | 4.3% | ? | 32.4
Cc1cc(C)c(NC(=O)COC(=O)C2CCCCC2)c(C)c1 | -9.4% | -1.9% | / | -0.8% | -8.6% | -5.3
CC(=O)N1CCN(S(=O)(=O)c2ccc(S(=O)(=O)NC3CCCCC3)cc2)CC1 | 19.5% | ? | 2.3% | 1.5% | -7.4% | 9.9
Cc1c(S(=O)(=O)N2CCN(C(c3ccccc3)c3ccccc3)CC2)c(=O)n(C)c(=O)n1C | 14.8% | 11.8% | 1.1% | -15.4% | -9.5% | 32.8
Cc1ccc(C(CNC(=O)Nc2cccc(C)c2)N2CCN(C)CC2)cc1 (configuration not stated) | 50.9% | 6.1% | 2.7% | -15.7% | -4.8% | ?
O=S(=O)(c1ccc(-c2cnc(C3CC3)o2)cc1)N1CCN(c2cccc(Cl)c2)CC1 | / | / | / | 3.8% | 14.0% | -7.0
COC1C=CC(CNC(=O)c2cc3c(=O)n4cccc(C)c4nc3n2C)(OC)O1 (configuration not stated) | -17.7% | -13.7% | -2.7% | -6.1% | 5.6% | -10.3
Cc1ccccc1NC(=O)Cn1c(=O)n(Cc2ccco2)c(=O)c2ccc(C(=O)NC3CCCC3)cc21 | / | / | / | -2.1% | 4.0% | 36.1
Cn1nccc1-c1cc(Cl)cc(Cl)c1O | -24.5% | -40.0% | -14.2% | 5.8% | 6.9% | -23.9
CC(C)CC(=O)NNC(=S)Nc1ccc(S(N)(=O)=O)cc1 | -28.6% | 17.9% | -9.7% | / | 1.4% | 30.0
CCOc1ccc(C(=O)Nc2ccc(S(=O)(=O)N3C[C@@H]4C[C@@H](C3)c3cccc(=O)n3C4)cc2)cc1 | 77.0%[activator] | 1µM* | / | -0.3% | -4.9% | ?
Cc1nc2cc(S(=O)(=O)N(C)C)ccc2n1-c1ccccc1 | -0.2% | 17.7% | 0.7% | 0.0%[11.4 µM] | -0.3% | 5.9
O=C(Cc1ccccc1)N/N=C/c1cccnc1 | -8.6% | 4.5% | 9.8% | 9.9% | -8.9% | -10.9
CC(=O)c1cccc(OC(=O)c2cc(S(=O)(=O)N3CCOCC3)ccc2N2CCCC2)c1 | -12.8% | -22.4% | / | -0.7% | ? | 21.5
CC(=O)C1C(c2ccc(F)cc2)NC(=O)NC1(O)C(F)(F)F (configuration not stated) | -9.5% | 36.7%[activator] | 4.4% | -10.1% | 3.0% | /
COc1ccc(-c2cn3nc(N4CCCC(C(=O)NCc5ccccc5Cl)C4)sc3n2)cc1 (configuration not stated) | / | / | / | 1.2% | -1.1% | 0.0
COc1ccc(Cn2nnnc2CN(Cc2cc3cccc(C)c3[nH]c2=O)C2CCCC2)cc1 | -14.4% | ? | -1.3% | -32.7% | -12.2% | -37.9
O=C(Cn1nc(-c2cccc([N+](=O)[O-])c2)c2ccccc2c1=O)NCC1CCCO1 (configuration not stated) | 13.6% | 3.0% | 3.7% | 0.1% | -5.5% | 6.7
Cc1nc2cc(N)ccc2n1C1CCCCC1 | 4.8% | -26.5% | -24.0% | 4.2% | 2.8% | -25.3
O=c1[nH]c(SCc2c(Cl)cccc2Cl)nc2ccccc12 | -26.0% | 12.6% | -2.1% | 15.5% | ? | 4.4
O=C(NCCCN1CCCCC1)c1ccc2c(=O)n(CCc3ccccc3)c(=O)[nH]c2c1 | -1.0% | 6.31µM* | 6.8% | 7.9% | -11.3% | -2.1
CC1CN(C(=O)c2ccn(C)n2)CC(C)O1 (configuration not stated) | -13.1% | 16.0% | 8.0% | 1.2% | -13.2% | 22.0
CC(OC(=O)Cc1c[nH]c2ccccc12)C(=O)NC1(C#N)CCCCC1 (configuration not stated) | 0.8% | 20.1% | / | 0.5% | 2.9% | -15.9
CC(=O)c1cccc(NC(=O)COc2ccc3oc(=O)cc(C)c3c2)c1 | -28.6% | 15.8µM* | 24.4% | 1.3% | -7.1% | 9.8
Cc1cccc(C(=O)N(Cc2cccs2)C2CCS(=O)(=O)C2)c1 (configuration not stated) | -10.9% | 9.4% | 4.7% | -4.5% | -10.7% | -9.0
Cc1ccc(SCC(=O)N2CCN(c3ccccn3)CC2)cc1 | 3.5% | 6.5% | 3.2% | -16.0% | -0.2% | 6.4
Clc1ccc2c(NCc3ccccn3)ncnc2c1 | -17.7% | -13.8% | -3.4% | 0.0% | -7.7% | 86.0
Cc1ccccc1S(=O)(=O)NC1OC(=O)C(Oc2ccccc2)=C1Br (configuration not stated) | -13.9% | 15.8% | -6.6% | 8.91µM* | 6.8% | 6.3
O=C(Nc1cccc(NC(=O)c2ccco2)c1)c1cnccn1 | -12.8% | 2.2% | -6.8% | -20.0% | 10.5% | -38.5
CCCCC(OC(=O)CN1C(=O)COc2ccccc21)C(=O)NC1CCCCC1 (configuration not stated) | 3.3% | -5.4% | / | -7.1% | 5.4% | -5.0
O=C(NCC(c1ccco1)N1CCc2ccccc2C1)C(=O)Nc1cc(F)ccc1F (configuration not stated) | -49.2% | -13.3% | / | 1.6% | -9.3% | 10.4
CC(C)CCn1nnnc1CN1CCN(C(c2ccccc2)c2ccccc2)CC1 | 109.6%[activator] | ? | -4.8% | -18.1% | 2.9% | -36.8
COc1cccc(CN2CCC(C(=O)N3CCN(Cc4ccc5c(c4)OCO5)CC3)CC2)c1OC | 3.3% | ? | / | -13.8% | -1.4% | -18.0
CC(C)n1c(O)c(N=NC(=O)CNC(=O)Cc2ccc(Cl)cc2)c2ccccc21 | 43.4% | ? | 5.0% | 2.2% | ? | -20.5
Cc1csc(NC(=O)c2cccc(C)c2C)n1 | -21.7% | -11.6% | -2.7% | 0.0% | 3.4% | -29.6
OCCCC1CCCCN1Cc1nc(Cc2ccccc2Cl)no1 (configuration not stated) | 109.4%[activator] | 11.6% | 3.4% | -3.7% | 1.3% | 23.5
Cc1cc(OCCCC(=O)NCCc2nnc3ccccn23)ccc1Cl | 60.6%[activator] | 1.6% | / | / | / | -0.8
Cc1cccc2[nH]c3c(N4CCN(C(=O)c5ccco5)CC4)ncnc3c12 | -11.4% | -35.1% | -5.5% | ? | -3.0% | /
COCCCNC(=O)c1ccc2c3c(onc13)-c1ccccc1C2=O | 71.0%[activator] | ? | 0.889µM* | 0.0% | 5.2% | /
Cn1nnc2c(NCc3ccccc3Cl)ncnc21 | / | / | / | 12.4% | -1.9% | 104.6
Cc1cc(OCC(=O)N2CCCN(C)CC2)ccc1Cl | -3.2% | -11.9% | / | 3.6% | 0.3% | 37.9
CC(C)COP(=O)(OCC(C)C)C(Nc1ccccc1)c1ccccc1 (configuration not stated) | 45.7% | -6.3% | -3.2% | -1.3% | -4.0% | 35.6

Random excerpt: 5 records from the list
SMILES | AmpC inh no detg | HCV inh | FBPA Giardia inh | Sm TGR block | AmpC inh detg | HCMV antiviral
OCCCC1CCCCN1Cc1nc(Cc2ccccc2Cl)no1 (configuration not stated) | 109.4%[activator] | 11.6% | 3.4% | -3.7% | 1.3% | 23.5
O=C(NCC(c1ccco1)N1CCc2ccccc2C1)C(=O)Nc1cc(F)ccc1F (configuration not stated) | -49.2% | -13.3% | / | 1.6% | -9.3% | 10.4
COCCCNC(=O)c1ccc2c3c(onc13)-c1ccccc1C2=O | 71.0%[activator] | ? | 0.889µM* | 0.0% | 5.2% | /
Cn1nnc2c(NCc3ccccc3Cl)ncnc21 | / | / | / | 12.4% | -1.9% | 104.6
Cc1ccccc1S(=O)(=O)NC1OC(=O)C(Oc2ccccc2)=C1Br (configuration not stated) | -13.9% | 15.8% | -6.6% | 8.91µM* | 6.8% | 6.3

Remaining list, next part.
SMILES | AmpC inh no detg | HCV inh | FBPA Giardia inh | Sm TGR block | AmpC inh detg | HCMV antiviral
CN(C)CCN=c1cc(-c2ccccc2)oc2ccc(Cl)cc12 | -23.0% | 9.8% | -1.8% | -12.0% | -2.7% | 99.1
Cc1ccccc1NC(C)C(=O)N/N=C/c1ccccc1OCc1cccc(Br)c1 (configuration not stated) | -34.7% | ? | 2.1% | 8.3% | 1.3% | 55.2
COCc1ccc(C(=O)Nc2ccccc2C(=O)NCc2cccnc2)cc1 | -15.5% | 2.7% | 10.2% | -2.4% | 1.6% | -27.8
O=C(Cc1ccccc1)c1c[nH]c(C(=O)NCCCn2ccnc2)c1 | -10.0% | / | 6.3% | 2.5% | -5.4% | 0.0
O=C(Cc1c(F)cccc1Cl)Nc1nccs1 | -18.5% | 10.5% | -2.6% | ? | -14.4% | -14.9
CCn1cnc2cc(NC(=O)c3cccs3)ccc21 | -4.0% | -4.7% | -2.6% | / | 5.1% | 79.6
CCN(CC)C(=O)CSc1nc(COc2ccccc2)nc2ccccc12 | 6.7% | ? | -10.1% | -0.5% | ? | ?
Cc1ccc(NC(=S)NCc2ccccc2)cc1S(=O)(=O)N1CCCCC1 | -5.0% | ? | -13.5% | -17.0% | -5.9% | -0.9
CCCCN(CC)C(=O)CN(C)S(=O)(=O)c1cccc2nsnc12 | -4.7% | 1.0% | 3.5% | 3.2% | -12.8% | 0.2
COc1ccc(-n2c(SCC(=O)NCc3ccc(C)cc3)nc3n[nH]c(C)c3c2=N)cc1 | / | / | / | 0.3% | 2.3% | 33.3
COc1ccc(-c2nc(N3CCCC3)[nH]c(=O)c2C#N)cc1 | -11.0% | -1.3% | -0.3% | -10.0% | -14.7% | 22.9
O=C(O)c1ccc(Cl)c(S(=O)(=O)N(Cc2ccccc2)c2ccccc2Cl)c1 | -9.1% | 23.1% | 26.0% | -3.2% | 1.5% | 38.9
O=C(CNCCC1=CCCCC1)Nc1ccc(N2CCCCCC2)cc1 | 56.6% | ? | ? | -18.3% | -11.9% | -9.0
COc1ccccc1-c1noc(-c2cc(OC)c(OC)c(OC)c2)n1 | 181.7%[activator] | ? | -5.7% | -0.6% | -6.4% | 187.5
CCC(C)NC(=O)C(=O)NCc1ccncc1 (configuration not stated) | -7.2% | 2.6% | 6.6% | -15.0% | -1.4% | 12.6
ONC=Nc1cccc2nonc12 | 0.6% | 10.8% | -4.2% | -10.3% | ? | 4.1

Compounds were not picked by outcome; about 9.9% have a hit in one of these screens.
